# Screens: PubChem BioAssay, several laboratories
# GC-A act: GC-A (human) enzyme activation. P16066. AID 1671463. hit rate 0.14% among 370,000. HEK293 GC-A cells, cGMP TR-FRET, EC30 ANP; 0% at EC30 ANP, 100% saturating ANP. activation, % at 10 µM; in the data active = activation above about 40%
# ssDAF-12 act: S. stercoralis DAF-12 activation, primary screen. activation, % at 6.8 µM. hit rate 1% among 370,000. HEK293 ssDAF-12/GRIP1 lit1-tk-luc reporter, luminescence; % of 3 µM dafachronic acid response. AID 652126;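 active = activation above the mean over all tested compounds plus 3 SD, cut at about 0.9% in these data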;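 note: 0% = DMSO-only wells and 100% = 3 µM delta7-dafachronic acid wells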
# FXN GAA850 act: increases GAA850 frataxin promoter reporter activity; activation, % at 6 µM; HEK293 lucGAA850 FXN promoter luciferase reporter, 24 h; percent of 10 µM SAHA response; hit rate 0.56% among 360,000;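 active = activation above the average of all compounds screened plus 3 SD, cutoff fixed separately per campaign, cut at about 7.5% in these data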;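 note: 0% = DMSO wells and 100% = 10 µM SAHA wells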
# NPR2 activator: GC-B (human) receptor activation; activation, % at 10 µM; AID 1920062; HEK293-GC-B cells, CNP EC30, cGMP TR-FRET; 0% at EC30 CNP, 100% saturating CNP; hit rate 0.11% among 370,000;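 active = activation at 10 µM reaching about 35% in either raw or pattern-adjusted values, limit read from the data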
# Target sequence (P20594 whole entry, looked up): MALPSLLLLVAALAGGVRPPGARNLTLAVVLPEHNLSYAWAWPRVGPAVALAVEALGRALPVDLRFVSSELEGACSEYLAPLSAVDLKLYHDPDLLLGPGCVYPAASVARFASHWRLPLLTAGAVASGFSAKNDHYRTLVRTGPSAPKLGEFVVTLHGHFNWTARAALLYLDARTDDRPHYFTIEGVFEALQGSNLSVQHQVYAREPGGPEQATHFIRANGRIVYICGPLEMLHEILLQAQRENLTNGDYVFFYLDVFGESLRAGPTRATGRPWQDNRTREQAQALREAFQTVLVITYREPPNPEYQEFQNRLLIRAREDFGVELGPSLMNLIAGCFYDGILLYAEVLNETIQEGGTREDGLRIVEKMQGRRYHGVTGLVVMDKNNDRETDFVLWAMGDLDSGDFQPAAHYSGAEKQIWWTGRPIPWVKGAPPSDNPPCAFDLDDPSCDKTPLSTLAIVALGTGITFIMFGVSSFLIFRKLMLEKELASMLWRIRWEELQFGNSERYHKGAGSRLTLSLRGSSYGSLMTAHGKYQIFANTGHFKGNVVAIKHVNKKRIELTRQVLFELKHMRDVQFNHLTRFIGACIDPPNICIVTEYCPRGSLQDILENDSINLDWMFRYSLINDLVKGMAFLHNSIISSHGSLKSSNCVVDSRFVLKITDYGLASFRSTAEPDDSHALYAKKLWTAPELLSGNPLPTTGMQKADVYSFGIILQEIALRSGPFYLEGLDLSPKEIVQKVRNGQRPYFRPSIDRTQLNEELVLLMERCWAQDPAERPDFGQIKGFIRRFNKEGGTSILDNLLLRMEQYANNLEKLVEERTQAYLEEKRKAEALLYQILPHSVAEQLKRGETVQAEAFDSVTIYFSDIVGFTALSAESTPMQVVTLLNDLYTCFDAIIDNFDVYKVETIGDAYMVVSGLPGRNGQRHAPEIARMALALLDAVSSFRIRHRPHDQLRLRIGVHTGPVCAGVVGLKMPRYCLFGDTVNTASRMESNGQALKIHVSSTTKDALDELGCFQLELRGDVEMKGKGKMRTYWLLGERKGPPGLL
# HGIII-sPLA2 inh: Inhibits HGIII-sPLA2 liposome hydrolysis, primary screen; AID 743126; inhibition, % at 12.2 µM; QFRET BODIPY PC-A2 liposome hydrolysis, fluorescence; hit rate 0.56% among 370,000;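 active = inhibition above mean plus 3 SD of compounds lying within the high and low control bounds, cut at about 19% in these data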;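 note: 0% = median of test compound wells and 100% = no enzyme DMSO wells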
# proKLK7 act: activates the human kallikrein-7 zymogen; AID 652039; purified proKLK7, EDANS-DABCYL substrate fluorescence; 100% is mature enzyme control, 0% vehicle; activation, % at 7 µM; P49862; hit rate 0.9% among 370,000;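 active = activation above the mean of all tested compounds plus 3 SD, computed per campaign excluding outliers beyond control limits, cut at about 13% in these data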
# DAX1 inh-1: NR0B1 (DAX1) inhibition; inhibition, % at 6.75 µM; HEK293 Gal4-DAX1 luciferase reporter, luminescence; hit rate 0.99% among 340,000; P51843; AID 504766;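 active = inhibition above the mean over all tested compounds plus 3 SD, cut at about 4.2% in these data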;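 note: 0% = DAX1-transfected cells with DMSO and 100% = empty-vector control cells with DMSO; inhibition shows as a rise in luminescence from relieved DAX1 repression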
# DAX1 inh-2: blocks DAX1 repression of SF-1 activated StAR promoter | AID 652010 | inhibition, % at 6.8 µM | HEK293T StAR-luciferase reporter, SF-1/DAX-1 repression relief | hit rate 1.1% among 370,000;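 active = inhibition above the mean over all tested compounds plus 3 SD, cut at about 3.6% in these data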;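 note: 0% = DAX-1 cells with DMSO and 100% = cells lacking DAX-1 with DMSO; higher inhibition means more luminescence from relief of DAX-1 repression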
# SMARCA2 act: increases SMARCA2 function in MMTV reporter cells; MG213 cells, MMTV-luciferase reporter, dexamethasone, overnight; activation, % at 9.1 µM; hit rate 1% among 370,000; in the data active = activation above about 7.8%;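 note: 0% = vehicle wells and 100% = reference activator wells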
# hgDAF-12 ag: activates the H. glycines DAF-12 receptor ligand-binding domain. HEK293 GAL4-hgDAF12 UAS-luciferase reporter, agonist luminescence; normalized to butyrate control. activation, % at 6.8 µM. hit rate 1.8% among 370,000;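 active = activation above a cutoff set at the mean of all screened compounds plus 3 SD, cut at about 10% in these data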;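 note: 0% = DMSO wells and 100% = sodium butyrate wells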
# hcDAF-12 act: activators of H. contortus DAF-12 nuclear receptor | HEK293 hcDAF-12 lit1-tk-luc reporter, luminescence; 0% DMSO, 100% Δ7-dafachronic acid | activation, % at 6.8 µM | hit rate 1.4% among 370,000 | AID 652067;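 active = activation above the mean of all tested compounds plus 3 SD, cut at about 5.5% in these data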;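 note: 100% = response to 3 µM Δ7-dafachronic acid high control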
# * = called active by the depositor; . = no result given. This is a random part of the collection (roughly 6.7% active in at least one column).
SMILES,GC-A act,ssDAF-12 act,FXN GAA850 act,NPR2 activator,HGIII-sPLA2 inh,proKLK7 act,DAX1 inh-1,DAX1 inh-2,SMARCA2 act,hgDAF-12 ag,hcDAF-12 act
COc1ccc(N2CCN(C(=O)CCSCc3ccccc3F)CC2)cc1,3.9,-1.1,-0.5,0.9,-1.6,0.3,0.1,0.4,-0.2,0.5,-1.1
CN(C)C(CNC(=O)CSc1nc2sc3c(c2c(=O)n1C)CCCC3)c1ccccc1 (stereo unspecified),-7.6,-1.9,7.9*,-6.5,3.7,-0.5,-0.3,1.7,-1.7,1.3,-0.1
CCc1nn(CC(=O)N2CCC(C)CC2)c(=O)c2cccn12,2.6,-0.7,0.6,-0.1,-0.9,0.0,0.7,0.5,-3.0,-0.8,-1.8
COC(=O)c1[nH]c2ccccc2c1NC(=O)CN1CCCc2ccccc21,-8.4,-0.5,1.3,-7.0,-2.9,0.8,1.9,0.2,2.9,-2.0,2.4
Cc1cc(F)ccc1NC(=O)C1CSC2(C)CCC(=O)N12 (stereo unspecified),-0.6,-0.4,-0.4,2.7,2.5,0.3,0.1,-0.2,-0.5,-1.6,-0.9
Oc1[nH]c2ccccc2c1N=NC(=S)NCCc1ccccc1,1.3,-0.2,0.0,-3.4,-0.2,0.1,-0.5,-0.9,-3.5,4.0,2.5
Cc1nc(N)c(Br)c(C)c1Br,-1.9,-0.6,3.5,2.6,0.3,0.5,-0.7,0.2,0.3,-0.2,0.8
Cc1cc(NS(=O)(=O)c2ccc(NC(=O)/C=C/c3ccccc3)cc2)no1,2.8,-0.8,2.4,0.1,-26.4,-0.6,-1.0,-0.2,-1.2,-0.9,-1.1
Cc1ccc(Cl)cc1N1CCN(C(=O)c2noc(C(C)C)c2[N+](=O)[O-])CC1,-5.3,-1.4,-3.9,2.6,-0.9,0.7,-0.7,-2.0,-1.6,-2.0,-2.2
CCOc1ccccc1NC(=O)COC(=O)C1COc2ccccc2O1 (stereo unspecified),4.2,-0.7,-0.4,-0.1,3.9,0.1,-1.4,-0.1,0.4,-1.2,0.1
O=S(=O)(c1ccc(Cl)cc1)N1CCN=C1SCc1ccc(Cl)c(Cl)c1,0.6,-1.2,0.4,4.6,7.6,-0.3,0.4,-0.3,-3.4,-3.0,1.8
CCN(CC(=O)Nc1ccc(NC(C)=O)cc1)C(=O)c1cc2c(s1)CCCC2,-2.0,-0.6,0.5,0.8,4.0,0.6,0.2,-1.0,-0.2,-0.9,-1.6
COc1cccc2c1O/C(=N\O)C(C(=O)Nc1cccc(Br)c1)C2 (stereo unspecified),-7.0,-0.3,-2.1,-6.8,-17.9,-0.6,-0.8,0.1,0.8,-1.1,0.8
CCC1CCCCN1Cc1ccc(CNS(=O)(=O)c2ccc3c(c2)oc(=O)n3C)o1 (stereo unspecified),4.3,-0.7,-1.8,-1.6,0.5,-0.7,1.3,-0.6,1.4,4.2,1.0
COc1ccc(CCN(C)Cc2nc(-c3cnccn3)no2)cc1OC,-2.7,-1.1,3.1,-1.8,12.2,-0.2,1.4,0.1,-2.9,-3.5,-0.9
CCOC(=O)C1CCN(S(=O)(=O)c2ccc3c(c2)N(C)C(=O)CC(=O)N3C)CC1,1.4,-1.0,0.6,-4.5,-6.8,0.0,0.6,-1.6,-3.2,1.4,0.7
CCC(CC)C(=O)Nc1nnc(S(=O)(=O)Nc2ccc(OC)cc2)s1,2.2,-1.1,1.7,-6.9,-7.0,-0.5,-1.7,0.1,-0.9,-2.9,1.3
Cc1cc(=O)oc2c(C)c(OCC(=O)NCCCN3CCCC3=O)ccc12,0.1,-1.0,-1.5,-2.3,2.9,0.6,-0.1,-1.7,0.8,2.9,0.9
Cc1ccc(NC(=O)CCCN2C(=O)/C(=C/C=C/c3ccccc3)SC2=S)cc1,-1.4,-1.8,-4.2,0.4,-3.2,0.1,-0.1,0.3,5.5,0.7,-0.6
COc1ccc(CC(=O)Nc2ccc(OC(C)=O)cc2C(=O)O)cc1,5.2,-1.6,2.2,-2.5,1.0,0.2,0.3,-0.4,1.7,1.4,1.5
Cc1nc2sc(C(c3ccccc3)N3CCN(c4ccccc4F)CC3)c(O)n2n1 (stereo unspecified),2.4,-1.0,-0.2,2.8,-7.2,0.1,0.1,0.2,1.6,-0.7,0.1
CSc1ccccc1NC(=O)CO/N=C(\C)c1cc2ccccc2o1,4.0,-1.5,3.2,4.1,1.8,0.2,-1.1,-0.7,-0.6,4.9,0.8
N/C(=N/O)c1cccn1Cc1ccccc1[N+](=O)[O-],3.1,-2.0,-0.9,5.8,-2.3,-0.4,-0.7,-0.6,0.0,1.6,1.2
Cc1ccc(NC(=O)COC(=O)COc2cccc3c2OC(C)(C)C3)cc1C,0.5,-1.0,-0.3,-1.1,-2.1,-0.3,1.4,-0.9,-1.7,0.4,0.4
Cc1c(NC(=O)c2ccc(Cl)c([N+](=O)[O-])c2)cccc1-n1cnnn1,2.5,-2.3,1.0,-0.3,-8.7,-0.4,-0.4,-0.1,-0.4,-7.2,-2.5
CCCc1cc(C(=O)OCC(=O)N(CCC)c2c(N)n(Cc3ccccc3)c(=O)[nH]c2=O)sc1C,-5.0,-1.0,-1.1,5.3,-2.5,0.2,0.7,2.2,-1.0,0.1,-0.8
CC(C)(C)C(C(=O)NC1CCCC1)N1CCN(c2ncccc2C#N)CC1 (stereo unspecified),-3.2,-1.2,.,-1.4,-3.1,4.2,.,0.0,-2.7,-2.1,0.1
COc1ccccc1C(=O)NC(=O)COC(=O)CNC(=O)c1ccccc1,-0.9,-0.6,-0.5,-0.4,10.8,0.3,0.3,0.7,-3.0,1.0,-1.0
COc1cc2c(cc1OC)C(=NO)CCCC2,3.9,-1.3,1.3,-0.8,-4.4,0.3,0.0,-0.4,-0.2,-1.6,-0.1
Cc1ccc(NC(=O)CCn2cnc3ccccc3c2=O)cc1Cl,-1.5,-1.1,-0.2,-6.3,-6.2,0.1,0.0,0.0,-1.2,0.7,-0.5
OCCCNc1ncnc2c1ncn2[C@H]1CN(Cc2ccc(Cl)cc2)C[C@@H](CO)O1,3.0,-1.2,1.5,-5.3,4.7,0.4,.,-0.8,-6.0,3.1,0.3
CCc1nc2c(OCC(=O)c3ccc(F)cc3)cccn2c1N(C)C(=O)C(C)C,13.4,-1.4,-0.7,7.2,-15.2,-0.7,.,0.8,-6.1,0.6,-1.7
Cc1ccccc1SC1CCN(C(=O)C2CCC(=O)N(C3CC3)C2)CC1 (stereo unspecified),-0.4,-1.3,-0.3,5.6,-2.7,0.2,0.3,-1.2,0.1,-3.8,-2.3
CC1CCN(CCCNC(=O)C2CCC(CNS(=O)(=O)c3ccccc3)CC2)CC1 (stereo unspecified),0.0,-1.0,0.0,-2.3,9.6,0.0,0.7,0.5,-0.3,-1.1,-2.2
CCOc1ccccc1N1CCN(CC(O)COc2ccc3c(C)cc(=O)oc3c2)CC1 (stereo unspecified),0.8,-1.8,-1.1,8.4,-2.9,0.1,0.9,-0.6,-0.7,1.0,2.5
COc1ccc(OC)c2[nH]c(=O)c(CCNS(=O)(=O)c3ccc(F)cc3)cc12,-10.1,-1.3,1.7,-8.7,0.6,2.4,2.2,0.3,-1.1,-0.3,0.8
O=C(CO/N=C1\CCCc2nonc21)Nc1ccc(Br)cc1,-2.7,-0.2,1.8,-1.1,-0.8,-0.4,2.1,0.3,0.3,1.7,4.3
COc1ccc(CN(C(=O)c2ccc(C)cc2)C2CCS(=O)(=O)C2)cc1 (stereo unspecified),2.5,-1.6,2.4,-0.6,-1.9,-0.2,-0.2,0.5,-0.5,-1.7,0.3
O=C1NC2c3c(Cl)sc(Cl)c3C(=O)C2O1 (stereo unspecified),2.7,-1.1,-2.0,3.0,-6.1,-0.5,0.0,-0.1,15.4*,-1.4,0.4
CC(NC(=O)CN(c1ccccc1F)S(C)(=O)=O)c1ccccc1 (stereo unspecified),-1.6,-0.3,0.5,3.2,-2.9,0.3,1.2,-0.5,-1.0,0.1,-1.3
N#Cc1c(NC(=S)NC(=O)C2CCCC2)sc2c1CCCCC2,3.7,-0.4,4.8,7.9,1.3,0.2,0.8,0.0,13.1*,0.1,0.5
CCC(CC)NC(=O)Cc1ccccc1OC,-0.5,-1.6,2.1,1.0,-7.0,0.4,0.8,0.1,0.9,1.3,-1.3
CCC(C(=O)N1CCN(Cc2ccc3c(c2)OCO3)CC1)n1nnc2ccccc2c1=O (stereo unspecified),0.8,0.1,-0.8,5.5,4.1,0.4,-1.1,-0.9,-4.6,-0.7,-1.6
CN(c1cccc(NC(=O)CN2C(=O)c3ccccc3S2(=O)=O)c1)S(C)(=O)=O,2.4,-0.7,-1.9,10.4,-0.2,0.2,-0.8,0.4,4.5,-1.3,-2.1
O=C(Nc1ncccc1Cl)c1cccc(F)c1,5.3,-1.6,3.4,-4.0,3.0,0.6,-0.4,0.1,-0.3,-0.3,-1.4
O=C(O)c1ccccc1SSc1ccccc1C(=O)O,5.5,-0.7,0.8,1.9,1.7,-0.4,-0.4,0.8,1.1,0.6,-1.9
CCOC(=O)CSc1nnc(CNC(=O)c2ccc(OC)cc2OC)n1-c1ccc(OC)cc1,-2.6,-1.1,1.3,-5.6,-0.1,-0.2,0.2,1.2,3.4,-2.9,-0.8
Cc1nn(-c2ccccc2)c(Cl)c1C(=O)NCC(C)C,4.7,-0.8,0.6,-0.7,-0.6,-0.7,1.4,-0.3,0.3,0.0,-1.5
C#CCCCCCCCCC(=O)NCCCC,2.3,-1.3,-2.0,-0.5,-1.0,-0.3,0.3,-0.1,-0.4,-1.4,1.1
CN(C)CCCNC(=O)c1cccc(-c2ccc3nncn3c2)c1,2.8,-0.8,0.6,-4.0,16.1,-0.1,.,1.2,-3.2,-2.6,1.4
COc1ccc(N(C(=O)c2cccnc2)S(=O)(=O)c2ccc3c(c2)n(C)c(=O)n3C)cc1,-0.8,-1.1,-3.0,1.6,6.0,-0.4,-0.8,0.2,2.7,0.2,0.5
COc1cccc(NC(=O)c2nn(C)c3c2CS(=O)(=O)c2ccccc2-3)c1,-1.9,-1.2,0.3,-10.6,4.5,-0.2,0.8,-1.3,1.2,-0.5,0.1
CCOC(=O)[C@H]1[C@H]2COc3ccc(OC)cc3[C@@H]2N2C(=O)c3cc(OC)ccc3NC(=O)[C@@]12C,-7.5,-1.7,-4.0,-3.0,-8.5,-0.1,0.9,-0.8,-1.0,1.4,-0.7

# A different layout for some results above:
compound	GC-A act	ssDAF-12 act	FXN GAA850 act	NPR2 activator	HGIII-sPLA2 inh	proKLK7 act	DAX1 inh-1	DAX1 inh-2	SMARCA2 act	hgDAF-12 ag	hcDAF-12 act
COc1ccc(N(C(=O)c2cccnc2)S(=O)(=O)c2ccc3c(c2)n(C)c(=O)n3C)cc1	-0.8	-1.1	-3.0	1.6	6.0	-0.4	-0.8	0.2	2.7	0.2	0.5
CN(C)CCCNC(=O)c1cccc(-c2ccc3nncn3c2)c1	2.8	-0.8	0.6	-4.0	16.1	-0.1	.	1.2	-3.2	-2.6	1.4
